NPYLR7 agonist: agonists of mosquito NPYLR7 receptor, primary screen, cell-based, Aedes aegypti, calcium fluorescence, mosquito biting behavior; 270,000 compounds, 0.15% hits; Aedes aegypti neuropeptide Y-like receptor 7 (NPYLR7); AID 1259423, 2018; HEK293T NPYLR7/Galpha15, GCaMP6s calcium fluorescence; activation, % at 10 µM; in the data active = activation above about 40%;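 note: 0% = vehicle and 100% = reference agonist at the receptor; some compounds past the cut are filed as inactive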
mcGAS inh: cyclic GMP-AMP synthase inhibitors, mouse, primary biochemical chemiluminescence; 160,000 compounds, 0.15% hits; AID 1259399, 2018; inhibition, % at 12.5 µM; Q8C6L5; recombinant cGAS, Kinase-Glo ATP depletion luminescence;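 note: 0% = negative control wells and 100% = reference inhibitor with no enzyme activity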
hcGAS inh: Primary biochemical luminescence assay for human cyclic GMP-AMP synthase inhibitors. Q8N884. recombinant h-cGAS, ATP depletion, Kinase-Glo luminescence. inhibition, % at 12.5 µM. 290,000 compounds, 0.081% hits. AID 1259398, 2018;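 note: 0% = vehicle reaction and 100% = reaction without DNA for no activity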
Target sequence (Q8N884 whole entry, looked up): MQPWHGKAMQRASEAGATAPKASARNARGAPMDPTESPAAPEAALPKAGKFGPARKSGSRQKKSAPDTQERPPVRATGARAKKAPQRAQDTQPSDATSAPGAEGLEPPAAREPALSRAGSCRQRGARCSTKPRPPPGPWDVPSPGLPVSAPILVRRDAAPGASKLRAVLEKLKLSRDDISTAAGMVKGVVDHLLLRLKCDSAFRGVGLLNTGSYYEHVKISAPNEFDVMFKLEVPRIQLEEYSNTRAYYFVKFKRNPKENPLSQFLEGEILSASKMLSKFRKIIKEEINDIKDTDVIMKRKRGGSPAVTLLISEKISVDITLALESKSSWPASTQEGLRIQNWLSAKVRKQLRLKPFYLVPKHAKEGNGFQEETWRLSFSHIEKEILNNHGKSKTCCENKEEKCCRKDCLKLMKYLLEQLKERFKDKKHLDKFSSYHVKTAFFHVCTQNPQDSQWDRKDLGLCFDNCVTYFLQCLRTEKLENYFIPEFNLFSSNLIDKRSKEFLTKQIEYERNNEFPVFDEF
* marks the source's active call; other numbers are inactive results; nt = no result given. Cut-off read from the data, not from the text of the source, unless noted: active = inhibition above about 40%; inactive = the rest. Random draw from the library. About 0.27% of those tested had a hit in this group.

| smiles | NPYLR7 agonist | mcGAS inh | hcGAS inh |
| --- | --- | --- | --- |
| CCOC(=O)c1sc2nc(C)cc(C)c2c1NC(=O)CCl | -2 | -2 | 1 |
| COCN1C(=O)NC2(CC(C)CC(C)(C)C2)C1=O (configuration not stated) | -1 | -5 | -2 |
| Cc1cccc(C(=O)OC2CCCCC2)c1 | 2 | nt | -2 |
| COc1ccc(-c2ccc(=O)n(Cc3ccc(F)cc3)n2)cc1OC | 6 | nt | 1 |
| COc1cccc(OCc2cc(C(=O)N3CCN(c4ccccc4OC)CC3)no2)c1 | -1 | -3 | -5 |
| COc1ccc(NC(=O)c2ccc(C)c(S(=O)(=O)Nc3ccc(OC)cc3)c2)cc1 | -6 | -6 | -3 |
| CCN(CC)CC1CN(C(=O)C2CCCC2)CCO1 (configuration not stated) | 6 | nt | -6 |
| CC(C)CCOC(C)C(=O)NCc1ccccc1CN(C)C (configuration not stated) | -1 | nt | -5 |
| CCOC(=O)N1CCC(NC(=O)c2oc3c(F)cccc3c2C)CC1 | 0 | nt | -3 |
| CC(NC(=O)C1CCN(CCc2ccc(F)cc2)CC1)c1cccc2ccccc12 (configuration not stated) | 9 | -2 | -5 |
| CN1CCNC(=O)C12CCN(C(=O)c1ccc(-c3ccccc3)[nH]1)CC2 | -6 | nt | 0 |
| CCN(CC)CCCC(C)N=C(C)c1c(O)n(C)c(=O)n(C)c1=O (configuration not stated) | 0 | -2 | 0 |
| COCCN(CC(=O)N(CCc1c[nH]c2ccccc12)Cc1ccc(OC)c(OC)c1)C(=O)Nc1ccccc1F | -8 | 1 | 4 |
| CN1CCCC1=NC(=S)c1ccccc1 | 16 | nt | 2 |
| O=C(NCc1ccc2c(c1)OCO2)c1cccnc1N1CCN(S(=O)(=O)c2ccc(C(F)(F)F)cc2)CC1 | 18 | -7 | -1 |
| Nc1ncc(Br)cc1S(=O)(=O)N1CCCCC1 | 1 | nt | -8 |
| O=C(C1COC2(CCCCC2)N1C(=O)c1cc(F)cc(F)c1)N1CCOCC1 (configuration not stated) | -3 | -6 | -4 |
| C=CCNC(=O)Cn1c(=O)c2c(OC)c(C)cnc2n(C)c1=O | 0 | -7 | -9 |
| Cc1ccc(N2CC(C)Cn3c2nc2c3c(=O)n(CC(=O)OCc3ccccc3)c(=O)n2C)cc1C (configuration not stated) | 6 | -6 | -2 |
| CCCNC(=O)Nc1ccc(Oc2cccc(F)c2)nc1 | nt | 4 | 5 |

Rewritten with two lines to a compound: 5 of the compounds above.
The line under a structure holds: NPYLR7 agonist, mcGAS inh, hcGAS inh
COc1ccc(NC(=O)c2ccc(C)c(S(=O)(=O)Nc3ccc(OC)cc3)c2)cc1
  -6, -6, -3
CCN(CC)CC1CN(C(=O)C2CCCC2)CCO1 (configuration not stated)
  6, nt, -6
CC(C)CCOC(C)C(=O)NCc1ccccc1CN(C)C (configuration not stated)
  -1, nt, -5
CCOC(=O)N1CCC(NC(=O)c2oc3c(F)cccc3c2C)CC1
  0, nt, -3
CC(NC(=O)C1CCN(CCc2ccc(F)cc2)CC1)c1cccc2ccccc12 (configuration not stated)
  9, -2, -5

(list continues)
| smiles | NPYLR7 agonist | mcGAS inh | hcGAS inh |
| --- | --- | --- | --- |
| CN1CCN(C(=O)c2ccc3oc(Cc4ccccc4)nc3c2)CC1c1ccccc1 (configuration not stated) | 6 | nt | -5 |
| CCCc1cc(NC(C)C)n2nc(C)c(-c3ccccc3)c2n1 | 3 | -4 | -2 |
| Cc1ccc(O)c(CNC(C)C(C)n2cccn2)n1 (configuration not stated) | 2 | nt | -12 |
| Cc1cccc(-c2[nH]c(C(C)(C)C)nc2-c2ccc3nccnc3c2)n1 | -8 | -4 | -2 |
| CN1C[C@@H]2CC[C@H](CC1=O)N2C(=O)CCc1nc2ccccc2[nH]c1=O | 23 | -10 | -5 |
| CCc1nc2ccc(C(=O)NCCc3c[nH]c4ccccc34)cn2c1N(C)C(=O)c1ccncc1 | 1 | 0 | -2 |
| CCc1nc2c(OCc3ccc4c(c3)OCO4)cccn2c1N(C)C(=O)c1ccncc1 | 2 | -3 | 0 |
| COc1ccc(C(=O)C2CCCN(Cc3ccc4nonc4c3)C2)c(OC)c1 (configuration not stated) | 2 | -2 | -4 |
| O=C(NCCc1cccc(Cl)c1)c1cc2ccccc2oc1=O | 2 | -2 | -3 |
| CC(Sc1ccc(F)c(Cl)c1)C(=O)NC(C)(C)C (configuration not stated) | 10 | nt | -12 |
| COc1ccc(C)cc1NC(=O)NCCNc1cc(-n2ccnc2C)nc(C)n1 | -14 | -10 | -5 |
| COc1ccc(C)cc1NC(=O)CNC(=O)CN(C)Cc1sccc1C | 3 | nt | -7 |
| CCCCCOc1ccc(-c2cc(C(=O)N/N=C\c3cccnc3)[nH]n2)cc1 | 4 | -9 | -6 |
| CCOC(=NCCN1CCCC1)NC(=O)c1cccc(OC)c1 | -1 | -2 | 2 |
| CCCCCNC(=O)Cn1c(-c2ccc(-c3ccccc3)o2)nc(C)c1C | 18 | nt | 5 |
| COc1ccc(-n2c(SCC(=O)Nc3cc(C)cc(C)c3)nc3c(c2=O)SCC3)cc1OC | -6 | -6 | -3 |
| COc1cccc(NC(=O)C2(C)CCN2Cc2ccc(-c3ccccc3)o2)c1 (configuration not stated) | 8 | nt | -11 |
| c1csc(C2Nc3ccccc3-c3nc4ccccc4n32)c1 (configuration not stated) | 1 | nt | -11 |
| N[C@@H]1CC[C@@H](NC(=O)CCCc2cn[nH]c2)C1 | 6 | nt | -9 |
| CCOC(=O)C1CCCN(C(=O)c2nn(-c3cccc(C)c3)c(=O)n(Cc3cccc(C)c3)c2=O)C1 (configuration not stated) | 12 | -8 | -10 |
| Cc1nc2c(-c3ccccc3)cnn2c(Nc2ccncc2)c1C | 2 | 0 | 4 |
| CCc1nnsc1C(=O)N1CCCC1c1c(C)noc1C (configuration not stated) | -2 | nt | -5 |
| CCOCC(=O)N1CCN(S(=O)(=O)c2c(C)nn(C(C)C)c2C)CC1 | nt | -6 | -12 |
| O=C(Cn1cnc2sccc2c1=O)N(C1CCCC1)C1CCS(=O)(=O)C1 (configuration not stated) | -1 | nt | -5 |
| CCC(C)(NC(=O)Nc1cccc(C(=O)NC)c1C)c1nccs1 (configuration not stated) | -5 | -3 | 0 |
| CCc1ccc(C2CC(C(=O)NC3CC3)CN(C(=O)c3ccoc3)C2)cc1 (configuration not stated) | nt | -4 | -3 |
| Cc1ccc(NC(=O)CNc2nccc(CCC(F)(F)F)n2)c(F)c1 | -3 | nt | -4 |
| C=CCNC(=O)C(NC(=O)c1cccc(OC)c1)C1CCN(C(=O)c2cccc(F)c2)CC1 (configuration not stated) | 8 | -7 | -9 |
| O=C1c2cccc(O)c2C(=O)c2c(O)cc(CO)cc21 | 1 | -4 | 0 |
| O=C(NCCC12CC3CC(CC(C3)C1)C2)c1ccc2c(=O)n3c(nc2c1)CCCCC3 | 6 | nt | 3 |
| CNC(=O)c1cccc(NC(=O)Cc2ccccc2C)c1 | 0 | nt | -6 |
| O=[N+]([O-])c1ccccc1CN1CCCn2cccc2C1c1ccc(F)cc1 (configuration not stated) | 20 | -5 | -7 |
| CCOC(=O)c1ccc(CSc2nc3cc(S(=O)(=O)N4CCOCC4)ccc3n2CC2CCCO2)o1 (configuration not stated) | 6 | -2 | 0 |
| O=C(CCN1C(=O)c2ccc([N+](=O)[O-])cc2C1=O)Nc1cccc(O)c1 | -7 | -4 | -1 |
| O=S(=O)(c1cccc2ccccc12)N1CCN(C(c2ccccc2)c2ccc(Cl)cc2)CC1 (configuration not stated) | 24 | -8 | -3 |
| O=C(O)COc1ccccc1/C=N\NC(=O)CSc1nnc(-c2ccccc2)n1-c1ccccc1 | -6 | nt | -3 |
| CCCCCCc1ccc(C(=O)Nc2ccc(N3CCCC3)c(C(=O)NC(C)C)c2)cc1 | -6 | -2 | 1 |
| COc1ncccc1CNC(=O)C1CC1c1cccc(F)c1F (configuration not stated) | -6 | nt | 7 |
| COC(=O)c1ccc(C)c(NC(=O)c2ccc(N(Cc3ccccc3C)S(C)(=O)=O)cc2)c1 | 10 | nt | -7 |
| CC(Oc1ccccc1)C(=O)N(Cc1ccc(F)cc1)Cc1nc2cc(Cl)ccc2o1 (configuration not stated) | 14 | -7 | -2 |

Full records as entered above:
CCCCCCc1ccc(C(=O)Nc2ccc(N3CCCC3)c(C(=O)NC(C)C)c2)cc1 as listed: NPYLR7 agonist: -6; mcGAS inh: -2; hcGAS inh: 1
O=[N+]([O-])c1ccccc1CN1CCCn2cccc2C1c1ccc(F)cc1 (configuration not stated) as listed: NPYLR7 agonist: 20; mcGAS inh: -5; hcGAS inh: -7

Following part:
| smiles | NPYLR7 agonist | mcGAS inh | hcGAS inh |
| --- | --- | --- | --- |
| O=C(c1ccc(NCC2CCOC2)nc1)N1CCC(CCc2ccccc2)CC1 (configuration not stated) | 3 | -12 | -7 |
| COc1ccc(F)cc1C(=O)C1CCCN(Cc2cc(OC)c3c(c2)OCO3)C1 (configuration not stated) | 17 | -9 | -9 |
| O=C(c1ccc2c3c(cccc13)CC2)C1CCCN(C(=O)c2ccc3c(c2)no[n+]3[O-])C1 (configuration not stated) | 16 | -11 | -7 |
| O=C1C(NS(=O)(=O)c2ccc(F)c(F)c2)CCN1Cc1ccccc1 (configuration not stated) | -5 | -17 | -10 |
| CC(C)(C)c1cc(NC(=O)CN(Cc2ccccc2)C(=O)Nc2cccc(F)c2)n(-c2ccccc2Cl)n1 | -2 | 0 | -3 |
| COCc1ccc(C(=O)N2CCN3CCNC(=O)C3C2)s1 (configuration not stated) | 6 | nt | -6 |
| CC(C)N(CC(N)=O)S(=O)(=O)c1ccc(C(F)(F)F)cc1 | -5 | nt | -8 |
| COc1ccc(/C=C2/C(=O)N(c3ccccc3)N=C2C)cc1Br | 3 | -3 | -6 |
| N#Cc1ccc(S(=O)(=O)N(CC(=O)Nc2ccc3c(c2)OCCCO3)C2CC2)cc1 | 21 | -14 | -5 |
| Cc1ccccc1N1CC(c2nc3ccccc3n2CC(C)C)CC1=O (configuration not stated) | 7 | -8 | -9 |
| COCCN(Cc1cc(Cl)ccc1OS(C)(=O)=O)C(=O)c1ccccc1Cl | 3 | -5 | 1 |
| O=C(C1CCC1)N1CCN(c2nc(Cc3ccccc3)nc3onc(-c4cccc(Oc5ccccc5)c4)c23)CC1 | 15 | -5 | 0 |
| CCCNC(=O)COc1cccc2c(=O)n(CCOCC)ccc12 | -2 | -8 | -9 |
| CCN(CC)Cc1cnc2c(C(=O)N3CCCC(Cn4ccnc4)C3)cnn2c1 (configuration not stated) | -5 | nt | 8 |
| C1CCC(OCC2CCNCC2)C1 | -9 | nt | -9 |
| CCCCOc1ccc(C(=O)N2CCCC(C(=O)NC3CCCC[C@H]3NC(=O)c3ccccc3)C2)cc1 (some centres not stated) | 20 | -9 | -8 |
| CCCc1nc(N2CCCN(S(=O)(=O)c3ccccc3)CC2)c2cnn(-c3ccccc3)c2n1 | nt | 0 | 1 |
| CCCc1[nH]ncc1C(=O)N1CCOC(Cc2ccccc2Cl)C1 (configuration not stated) | 2 | nt | 2 |
| COCCCNC(=O)c1c(O)nc2c(C)cccn2c1=O | 1 | -8 | -9 |
| NC1=NC(c2ccco2)n2c(nc3ccccc32)N1 (configuration not stated) | 7 | nt | 3 |
| CCOCCn1c(SCc2ccc(Cl)cc2)nc2c1c(=O)[nH]c(=O)n2C | 10 | nt | 0 |
| O=C(Cn1ncc(=O)c2ccccc21)Nc1cccc2ccccc12 | 4 | -9 | -6 |
| CC(C)N1CCCC(N2CCN(C(=O)OC(C)(C)C)CC2)C1 (configuration not stated) | 2 | nt | -8 |
| CCCCOC(=O)C1CSC(CC(C)C)N1C(=O)c1cccs1 (configuration not stated) | 22 | nt | -5 |
| O=C1O[C@@H]2C[C@H]3C[C@@H]2[C@@H]1[C@H]3C(=O)N1CCCCC1 | 3 | nt | -5 |
| COc1ccc(CCn2c(-c3cc(OC)c(OC)c(OC)c3)nc3ccc(Br)cc3c2=O)cc1 | 6 | -7 | -9 |
| Fc1ccc(Cl)c(CSc2nnc(-c3cc(-c4ccccc4)nc4ccccc34)n2CC2CCCO2)c1 (configuration not stated) | 3 | -4 | 0 |
| Cc1oc(-c2ccc(NC(=O)Cc3ccccc3)cc2)nc1CNC(=O)C1CCCO1 (configuration not stated) | 6 | nt | -8 |
| CCOc1ccc(-c2ccnc(N3CCN(C(=O)c4cc(OC)cc(OC)c4)CC3)n2)cc1 | 8 | 3 | 2 |
| Cc1cc2c(SCC(=O)Nc3ccc4c(c3)OCCO4)ncnc2s1 | -2 | nt | 0 |
| COc1cc(C(=O)NC2CCN(C(C)C)CC2)ccc1OCc1ccccc1 | 9 | -4 | -6 |
| COc1ccc(-c2noc(CN(C)C3CCCCC3)n2)cc1 | -7 | nt | 3 |
| COCCN(Cc1cccc(OC)c1)Cc1ccc(C(C)(C)O)o1 | 4 | -4 | -8 |
| Cc1c(C(=O)NC2CC2)sc(=O)n1Cc1ccc(S(=O)(=O)N(C)C)cc1 | 1 | nt | -3 |
| c1ccc(C(CCNC2CCSCC2)c2ccco2)cc1 (configuration not stated) | -4 | nt | -7 |
| CCOc1ccc(Cl)cc1S(=O)(=O)N1CCN(c2cccc(C)c2C)CC1 | -2 | nt | -9 |
| C=CCn1c(SCCOc2ccccc2)nc2ccccc21 | 4 | nt | -6 |
| N#CCc1c(C#N)c(N)nc(N2CCCC(CO)C2)c1C#N (configuration not stated) | 11 | -6 | -5 |
| Cc1ccc(C2CC(c3ccc(Cl)cc3Cl)n3ncnc3N2)cc1 (configuration not stated) | 2 | nt | -6 |

High-throughput results deposited in PubChem by Fisher Drug Discovery Resource Center.
